hIAP block = human IAP inhibitors, primary screen, biochemical, luminescence, uHTS | actives 0.12% (n = 330,000) | purified IAP, CDP-Star luminescence, 30 min | inhibition, % at 10 µM | Intestinal-type alkaline phosphatase (Homo sapiens), P09923;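 active = inhibition reaching a set limit with compound at 10 µM in the primary screen, cut at about 35% in these data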;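 note: plate controls were DMSO wells with enzyme for no effect and no-enzyme buffer wells for full effect; values of inactives mirror those of a sister screen read the other way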
APOBEC3A inh = APOBEC3A ssDNA deaminase inhibitors, primary screen, selectivity assay for APOBEC3G inhibitor project, biochemical, FAM/TAMRA oligo cleavage fluorescence. AID 493011, 2011. inhibition, % at 20 µM. actives 0.41% (n = 330,000). recombinant A3A, FAM/TAMRA ssDNA deamination fluorescence. DNA dC->dU-editing enzyme APOBEC-3A (Homo sapiens), P31941;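 active = at least 40% inhibition at 20 µM here, with at most 30% in a related deaminase screen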;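 note: plate controls were A3A with DMSO for no effect and wells lacking A3A enzyme for full effect; some results filed as inactive read as strong as hits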
Target sequence (P31941 whole entry, looked up): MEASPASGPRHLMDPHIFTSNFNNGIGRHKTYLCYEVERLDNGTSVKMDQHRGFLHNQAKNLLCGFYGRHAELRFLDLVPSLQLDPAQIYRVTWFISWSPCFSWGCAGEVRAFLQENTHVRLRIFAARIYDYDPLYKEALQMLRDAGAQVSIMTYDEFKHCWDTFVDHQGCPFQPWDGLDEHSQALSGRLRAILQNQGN
SENP1 FRET inh = human SENP1 catalytic domain inhibitors, primary screen, biochemical, FRET, uHTS; Sentrin-specific protease 1 (Homo sapiens), Q9P0U3; recombinant SENP1 catalytic domain, CyPet-SUMO1-YPet FRET cleavage; inhibition, % at 10 µM; actives 0.21% (n = 360,000);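 active = inhibition at least 30% at 10 µM, raw YFP signal under a set limit, fluorescence ratio 0.5 to 1.5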;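 note: 0% = enzyme with DMSO and 100% = no enzyme wells; some results filed as inactive read as strong as hits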
Target sequence (Q9P0U3 419-644 limits assumed): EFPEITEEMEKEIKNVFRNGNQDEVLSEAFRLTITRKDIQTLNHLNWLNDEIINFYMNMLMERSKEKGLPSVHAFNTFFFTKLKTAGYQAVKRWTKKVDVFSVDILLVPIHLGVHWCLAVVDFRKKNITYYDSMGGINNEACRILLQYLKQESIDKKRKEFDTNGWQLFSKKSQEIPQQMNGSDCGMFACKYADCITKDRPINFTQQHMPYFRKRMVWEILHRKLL
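Test system: recombinant human SENP1 catalytic domain, His6-tagged / Medium: pH 8 Tris buffer with EDTA, NaCl, BME, BSA, NP40, catalase / Also added: SUMO1 FRET substrate flanked by Cypet and Ypet, 25 nM / Times: 50 min reaction at room temperature / Signal: FRET, CFP and YFP emission / Control set: no-enzyme low control and enzyme-plus-DMSO high control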
mIAP act = activators of mouse IAP, primary screen, biochemical, luminescence, uHTS; activation factor at 10 µM; AID 2805, 2010; actives 0.24% (n = 330,000); muIAP, CDP-Star luminescence, 30 min; stronger effect = higher value; 1 = vehicle-only enzyme signal, 0 = enzyme-free wells;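 active = activation factor of at least 2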; note: the source names both 10 and 20 µM as test concentration; values of inactives mirror those of a sister screen read the other way
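Assay system: mouse IAP enzyme; reagent: chemiluminescent substrate CDP-Star; dosing: test compounds delivered from DMSO solution; schedule: 30 min at room temperature; measured by: luminescence from enzymatic CDP-Star hydrolysis; controls: DMSO-only wells and no-enzyme negative control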
MIN6 prolif = inducers of MIN6 beta-cell proliferation, primary screen, ATP luminescence, uHTS; MIN6 cells proliferation, ATPlite luminescence, 48 h; cells starved in 0.2% serum; 100% = growth in 10% serum; actives 0.29% (n = 330,000); proliferation, % at 10 µM; AID 2380, 2010;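 active = compounds whose signal lies at least 3.5 SD above the mean of all wells on their plate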;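 note: 0% = DMSO-treated cells in low-serum medium and 100% = 10% serum control; some compounds called inactive have numbers as strong as hits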
mIAP inh = inhibitors of mouse IAP, primary screen, biochemical, luminescence, uHTS | inhibition, % at 10 µM | AID 2806, 2010 | actives 0.2% (n = 330,000) | intestinal alkaline phosphatase [Mus musculus] | purified mouse IAP, CDP-Star luminescence, 30 min;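 active = inhibition of at least 40% at 10 µM in the primary screen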;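 note: plate controls were DMSO with enzyme for no effect and no enzyme wells for full effect; values of inactives mirror those of a sister screen read the other way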
hIAP act = human IAP activators, primary screen, biochemical, luminescence, uHTS; Intestinal-type alkaline phosphatase (Homo sapiens), P09923; purified human IAP, CDP-Star luminescence, 30 min; stronger effect = higher value; 1 = vehicle-only enzyme, 0 = enzyme-free background; activation factor at 10 µM; actives 0.16% (n = 330,000); AID 2524, 2010;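 active = activation factor of the enzyme at least 2-fold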; note: the source names both 10 and 20 µM as test concentration; values of inactives mirror those of a sister screen read the other way
A3G deaminase = APOBEC3G DNA deaminase inhibitors, primary screen, biochemical, fluorescence, single-stranded DNA substrate, uHTS; DNA dC->dU-editing enzyme APOBEC-3G (Homo sapiens), Q9HC16; recombinant A3G, ssDNA deamination FAM/TAMRA fluorescence; inhibition, % at 20 µM; actives 0.28% (n = 330,000); AID 493012, 2011;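 active = inhibition of at least 40% at 20 µM, with no more than 30% in the related APOBEC3A deaminase screen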;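 note: plate controls were DMSO wells with A3G for no effect and wells lacking A3G enzyme for full effect; some compounds called inactive have numbers as strong as hits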
Target sequence (Q9HC16 whole entry, looked up): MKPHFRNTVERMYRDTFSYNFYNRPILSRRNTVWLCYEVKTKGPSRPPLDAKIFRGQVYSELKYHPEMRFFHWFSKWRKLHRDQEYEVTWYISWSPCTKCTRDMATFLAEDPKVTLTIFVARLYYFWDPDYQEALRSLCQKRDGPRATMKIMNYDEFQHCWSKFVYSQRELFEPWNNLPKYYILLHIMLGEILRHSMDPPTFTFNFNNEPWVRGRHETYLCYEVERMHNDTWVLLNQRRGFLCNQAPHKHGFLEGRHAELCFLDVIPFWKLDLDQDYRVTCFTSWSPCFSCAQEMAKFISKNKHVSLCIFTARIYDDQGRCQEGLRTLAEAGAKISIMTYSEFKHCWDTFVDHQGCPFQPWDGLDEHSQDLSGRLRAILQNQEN
NLRP3 yeast inh = NALP3 inflammasome inhibitors in reconstituted yeast, primary screen, luminescence, uHTS; Yeast reconstituted NLRP3/ASC/caspase-1, beta-gal luminescence, 24 h; inhibition, % at 10 µM; actives 0.39% (n = 330,000); AID 2825, 2010;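 active = inhibition of 50% or more; inactive = inhibition below 50%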;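 note: plate controls were induced DMSO wells for no effect and uninduced yeast grown without galactose for full effect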
Numbers without * were called inactive; / = not tested or not shown.

molecule | hIAP block | APOBEC3A inh | SENP1 FRET inh | mIAP act | MIN6 prolif | mIAP inh | hIAP act | A3G deaminase | NLRP3 yeast inh
O=C(O)c1ccc(CSc2nc(-c3ccccc3)cc(C(F)(F)F)n2)cc1 | -3 | -5 | 0 | 0.88 | -3 | 12 | 1 | -9 | 2
Cc1ccc(C(=O)C2=C(O)C(=O)N(CCCn3ccnc3)C2c2ccc(OC(C)C)cc2)o1 (stereo not given) | -8 | 0 | -7 | 1 | 0 | -2 | 1.1 | -1 | 11
CCC(=O)NCCc1nc2cc(NC(=O)c3cccs3)ccc2n1C | -1 | 7 | 2 | 1 | -3 | 0 | 1 | -3 | 10
Cc1nn(C(C)C)c(C)c1CN1CCCC(CCC(=O)NCc2ccccc2F)C1 (stereo not given) | -11 | -3 | -3 | 0.97 | -4 | 3 | 1.1 | -11 | 5
COc1ccc(N2C(=O)C(Cl)=C(Nc3c(C)n(C)n(-c4ccccc4)c3=O)C2=O)cc1 | 12 | -5 | 6 | 0.98 | -1 | 2 | 0.88 | -5 | 1
CCCc1cc(=O)[nH]c(SCc2ccccc2Cl)n1 | 16 | -1 | 1 | 0.95 | 1 | 4 | 0.84 | -2 | 22
O=C(CCl)Nc1nc(-c2ccco2)c(-c2ccco2)s1 | -6 | 78 | 5 | 0.23 | -6 | 77* | 1.1 | 67 | 6
O=C(Nc1ccc(F)cc1F)c1csc(-c2ccccc2)n1 | 9 | 2 | -1 | 0.9 | 4 | 10 | 0.91 | -5 | -31
CCN1C(=O)[C@H]2[C@@H](c3ccc(C)cc3)N3C(=O)N(c4cccc(Br)c4)C(=O)[C@@]3(Cc3ccccc3)[C@H]2C1=O | 5 | 0 | 3 | 0.95 | -3 | 5 | 0.95 | 0 | 3
[O-][n+]1ccc(C2CC2)cc1 | -14 | 1 | -1 | 0.9 | 1 | 10 | 1.1 | 1 | 14
O=c1oc2cc(O)ccc2c2ccccc12 | 4 | 0 | -14 | 1 | 2 | -1 | 0.96 | -4 | 24
CC1CC(C)CN(C(=O)CSc2nnc3ccccn23)C1 (stereo not given) | 0 | 0 | 2 | 0.99 | -3 | 1 | 1 | -5 | -14
CC1CC(C)CN(C(=O)CCCNC(=O)c2ccc(Cl)cc2)C1 (stereo not given) | 4 | 4 | 0 | 1 | 3 | -2 | 0.96 | 3 | 2
CC(CCc1ccccc1)NC(=O)CCc1cn(C)c2ccccc12 (stereo not given) | -5 | -5 | 2 | 1 | 0 | -2 | 1.1 | -10 | 10
Cc1n[nH]c(C)c1N=Nc1cc(Cl)ccc1Cl | -3 | 5 | 3 | 0.85 | -6 | 15 | 1 | 0 | 14
O=C1NN(c2ccccc2)C(=O)/C1=C\c1ccc2c(c1)OCO2 | -16 | -7 | 0 | 0.97 | -5 | 3 | 1.2 | -4 | -1
CCN(CC)CCC(C)OC(c1ccccc1)c1ccccc1 (stereo not given) | -8 | 3 | 1 | 0.88 | -1 | 12 | 1.1 | -2 | 19
CCCCOC(=O)/C(=C/c1cn(C)c2ccccc12)NC(=O)c1ccc(OC)cc1 | -6 | 2 | 0 | 0.95 | 0 | 5 | 1.1 | -2 | -39
CCCCS(=O)c1snnc1C (stereo not given) | -3 | -4 | 1 | 1 | 1 | -4 | 1 | -6 | 5
COc1ccccc1CN(C)C(=O)c1ccccc1Sc1ccccc1C#N | -4 | 3 | 1 | 1.2 | -4 | -17 | 1 | 3 | 10
C/C(=N\NC(=S)NC(C)C)c1ccco1 | -8 | -2 | -1 | 1.1 | 0 | -8 | 1.1 | -4 | -4
COc1ccc(NS(=O)(=O)c2nnc(NC(=O)c3ccccc3F)s2)cc1 | 6 | -2 | 1 | 1.1 | 0 | -6 | 0.94 | -11 | 8
Cc1c(CC(=O)O)c(=O)oc2cc(OCc3nn[nH]n3)ccc12 | -18 | -8 | -6 | 0.94 | -5 | 6 | 1.2 | -5 | 10
CCOc1c(Br)cc(C(=O)N2CCCN(C)CC2)cc1OC | -6 | 2 | 0 | 0.98 | -2 | 2 | 1.1 | 0 | 10
CCOc1ccc2nc(SCC(=O)Nc3ccc4[nH]c(=O)[nH]c4c3)[nH]c2c1 | -16 | -6 | -2 | 0.92 | -2 | 8 | 1.2 | -9 | 8
CCOc1cc(/C=N/Nc2nc(C)cc(=O)[nH]2)ccc1O | -17 | -6 | -1 | 1 | -4 | -3 | 1.2 | -6 | -12
CCOC(=O)c1cc(-c2ccc(N3CCOCC3)cc2)nn1-c1ccc(F)cc1F | -5 | 7 | 0 | 1 | 0 | -3 | 1.1 | 3 | 14
CN(C)S(=O)(=O)c1ccc2c(c1)nc(CCC(=O)O)n2C | 11 | 1 | -1 | 1 | 1 | 0 | 0.89 | -5 | 14
COC(=O)[C@H](CC(C)C)N1Cc2cc(OC)cc(OC)c2-c2ccccc2S1(=O)=O | / | 1 | -3 | 1.1 | / | -9 | / | -1 | /
O=C(Cc1c(F)cccc1Cl)OCC(=O)c1ccc[nH]1 | -13 | 2 | 0 | 0.94 | -2 | 6 | 1.1 | -3 | 13

3 entries out of the list above, sorted by the value under NLRP3 yeast inh, lowest first.
molecule	NLRP3 yeast inh
CC1CC(C)CN(C(=O)CCCNC(=O)c2ccc(Cl)cc2)C1 (stereo not given)	2
CCOc1ccc2nc(SCC(=O)Nc3ccc4[nH]c(=O)[nH]c4c3)[nH]c2c1	8
O=C(Cc1c(F)cccc1Cl)OCC(=O)c1ccc[nH]1	13

Some of these compounds in order of SMILES length, ascending.
molecule | hIAP block | APOBEC3A inh | SENP1 FRET inh | mIAP act | MIN6 prolif | mIAP inh | hIAP act | A3G deaminase | NLRP3 yeast inh
C/C(=N\NC(=S)NC(C)C)c1ccco1 | -8 | -2 | -1 | 1.1 | 0 | -8 | 1.1 | -4 | -4
CN(C)S(=O)(=O)c1ccc2c(c1)nc(CCC(=O)O)n2C | 11 | 1 | -1 | 1 | 1 | 0 | 0.89 | -5 | 14
Cc1nn(C(C)C)c(C)c1CN1CCCC(CCC(=O)NCc2ccccc2F)C1 (stereo not given) | -11 | -3 | -3 | 0.97 | -4 | 3 | 1.1 | -11 | 5
CCOc1ccc2nc(SCC(=O)Nc3ccc4[nH]c(=O)[nH]c4c3)[nH]c2c1 | -16 | -6 | -2 | 0.92 | -2 | 8 | 1.2 | -9 | 8

(list continues)
molecule | hIAP block | APOBEC3A inh | SENP1 FRET inh | mIAP act | MIN6 prolif | mIAP inh | hIAP act | A3G deaminase | NLRP3 yeast inh
NS(=O)(=O)c1ccc(NC(=S)Nc2cc(Cl)c(Cl)cc2Cl)cc1 | 10 | 1 | 1 | 1 | 0 | -3 | 0.9 | 0 | 9
CC(C)CC(C)N1CCC(n2nccc2NC(=O)CCc2ccccc2)CC1 (stereo not given) | -12 | -2 | -17 | 1.1 | -1 | -12 | 1.1 | -2 | 11
O=C(NCc1ccccn1)Nc1cccc(Cl)c1 | -16 | -2 | -2 | 1.4 | -2 | -39 | 1.2 | -4 | 21
c1ccc2sc(NCC3CCCO3)nc2c1 (stereo not given) | -3 | 4 | 2 | 1.1 | -2 | -9 | 1 | 0 | 16
CN1CCC(N(C)C(=O)c2sc3cc(F)ccc3c2Cl)CC1 | 8 | 0 | -1 | 0.95 | 0 | 5 | 0.92 | -4 | 14
C=CCn1c(SCC(=O)Nc2cccc3ccccc23)nnc1-c1cnccn1 | 3 | 6 | 1 | 1 | 1 | -2 | 0.97 | 2 | 6
Cc1ccc(F)cc1NC(=O)C1C2CCC(O2)C1C(=O)O (stereo not given) | -6 | 0 | -1 | 0.9 | -4 | 10 | 1.1 | -4 | 12
CCC(=O)c1ccc(OCC(=O)OCC(=O)c2c(N)n(C)c(=O)n(C)c2=O)cc1 | -15 | -1 | -1 | 1.1 | -5 | -10 | 1.2 | -9 | 17
CCC(C(=O)NCCc1ccccc1)c1ccccc1 (stereo not given) | -6 | -6 | 1 | 0.95 | -2 | 5 | 1.1 | -5 | 12
COc1ccc(NC(=O)COc2coc(CN3CCc4ccccc4C3)cc2=O)cc1 | 6 | 0 | -3 | 0.92 | 0 | 8 | 0.94 | -3 | 14
COc1cc(OC)c2ccc(=O)oc2c1C(CCN1CCCC(C)C1)c1ccc(N(C)C)cc1 (stereo not given) | -11 | 4 | -1 | 1 | -4 | -4 | 1.1 | 11 | 13
CCOC(=O)C1CCCN(C(=O)/C=C/c2ccc(OC)cc2)C1 (stereo not given) | 1 | 0 | 1 | 0.97 | -3 | 3 | 0.99 | -2 | 11
Cc1cnc(CN(C)C(=O)c2ccc3oc(Cc4ccc(Cl)cc4)nc3c2)[nH]1 | -21 | -6 | 2 | 1 | 0 | -4 | 1.2 | -7 | -8
CCN(CC)C(=O)CSc1nnc2nnc3cc(OC)ccc3n12 | 16 | -1 | -36 | 1 | 2 | 0 | 0.84 | -6 | 15
CC(C)[C@H](NC(=O)c1ccccc1)C(=O)O | 4 | 4 | 2 | 1 | 1 | -1 | 0.96 | -3 | -7
CCOC(=O)C1=C(CN2CCN(C(=O)c3ccco3)CC2)NC(=O)NC1c1ccccc1 (stereo not given) | 23 | -2 | -1 | 1 | 0 | -4 | 0.77 | -1 | -9
CN1CCN(C(=S)NC(=O)/C=C/c2ccccc2)CC1 | 3 | 3 | -5 | 0.96 | -1 | 4 | 0.97 | -2 | -9
O=C1/C(=C2\C(=O)N(Cc3ccc(F)cc3)c3ccccc32)SC(=S)N1CCS(=O)(=O)O | 6 | -4 | 4 | 1 | -3 | -1 | 0.94 | 0 | 6

These rows are one share of the data (hit frequency here may not be typical).
